TLR9-MyD88 block – TLR9-MyD88 interaction inhibition | 340,000 compounds, 0.21% hits | CHO BLA complementation TLR9-MyD88, CCF4 FRET ratio | inhibition, % at 4.98 µM | AID 504734 | Q9NR96+Q99836;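 active means inhibition above the mean over all tested compounds plus 3 SD, cut at about 21% in these data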;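 further: 0% = DMSO only wells and 100% = clavulanate BLA inhibitor control wells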
Granule exo inh – blocks lytic granule exocytosis; TALL-104 LAMP-1 surface exposure, flow cytometry; cells stimulated with thapsigargin and PMA; 360,000 compounds, 0.66% hits; AID 651702; inhibition, % at 10 µM;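 active means inhibition above about 55%, limit read from the data; inconclusive means no clear call, values can overlap the other calls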
N-glyco inh – blocks N-linked glycosylation in D54 reporter cells. D54 ERlucT glycosylation luciferase reporter, 24 h; percent of 100 nM tunicamycin response. reporter increase, % at 12.5 µM. 360,000 compounds, 0.23% hits. AID 588692;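 active means mean luciferase reporter signal, scaled so untreated is 0 and the glycosylation-blocking control 100, at or above a set limit in every replicate; inconclusive means mean reaches the limit but not every replicate does; inactive means mean below the limit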;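 further: luciferase carries N-glycosylation sites so blocking glycosylation raises the light; 0% = median of neutral control wells and 100% = median of 100 nM tunicamycin wells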
aDG glyco act – alpha-DG glycosylation activation | Pro5-aDG cells, alpha-DG glycosylation AlphaScreen (IIH6); 0% Pro5, 100% B10-LARGE cell signal | activation, % at 10 µM | 360,000 compounds, 0.22% hits | AID 624168;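 active means activation of at least 8% versus controls, or a plate z-score of at least 8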;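 further: Pro5 are CHO cells carrying HIG-tagged alpha-DG that lacks glycosylation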
ABHD5-PLIN5 inh – inhibitors of human ABHD5-perilipin-5 interaction | Q00G26+Q8WTS1 | AID 602281 | inhibition, % at 4 µM | Split G. princeps luciferase complementation, luminescence, 4 h | 360,000 compounds, 0.78% hits;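 active means inhibition above the mean inhibition across every tested compound plus 3 SD, cut at about 22% in these data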;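 further: 0% = DMSO only wells and the 100% control is not disclosed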
Target sequence (Q00G26 whole entry, looked up): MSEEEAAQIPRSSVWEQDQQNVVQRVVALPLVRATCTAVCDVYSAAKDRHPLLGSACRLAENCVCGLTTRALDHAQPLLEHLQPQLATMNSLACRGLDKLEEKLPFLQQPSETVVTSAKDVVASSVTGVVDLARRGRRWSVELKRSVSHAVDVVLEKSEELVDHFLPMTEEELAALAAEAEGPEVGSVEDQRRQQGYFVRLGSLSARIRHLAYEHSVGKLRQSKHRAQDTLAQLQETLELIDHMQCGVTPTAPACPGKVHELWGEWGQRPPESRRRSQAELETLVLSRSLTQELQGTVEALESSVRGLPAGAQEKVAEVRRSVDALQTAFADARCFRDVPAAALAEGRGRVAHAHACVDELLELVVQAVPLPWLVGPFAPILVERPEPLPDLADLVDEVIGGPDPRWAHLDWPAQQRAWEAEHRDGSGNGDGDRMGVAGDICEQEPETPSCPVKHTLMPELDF
Target sequence (Q8WTS1 whole entry, looked up): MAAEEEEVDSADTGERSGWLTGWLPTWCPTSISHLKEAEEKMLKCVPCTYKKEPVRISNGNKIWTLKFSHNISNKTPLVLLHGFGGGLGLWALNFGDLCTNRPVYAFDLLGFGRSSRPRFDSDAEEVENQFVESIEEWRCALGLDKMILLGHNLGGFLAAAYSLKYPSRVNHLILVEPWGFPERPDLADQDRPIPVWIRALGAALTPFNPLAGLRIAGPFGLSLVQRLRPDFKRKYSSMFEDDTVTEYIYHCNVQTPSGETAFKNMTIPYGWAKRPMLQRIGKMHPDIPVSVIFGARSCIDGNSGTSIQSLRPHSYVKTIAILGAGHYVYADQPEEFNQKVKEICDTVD
MC4R ag barr – human MC4R agonism via beta-arrestin | AID 540308 | P32245 | 360,000 compounds, 0.98% hits | activation, % at 8.9 µM | U2OS MC4R beta-arrestin complementation, luminescence; percent of melanotan II response, DMSO zero;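 active means activation above a per-plate cutoff, the mean activation of sample wells on that plate plus 3 SD, cut at about 8% in these data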
NOD2-RIPK2 inh – blocks binding of human NOD2 to RIPK2; AID 624267; inhibition, % at 4.98 µM; 360,000 compounds, 0.38% hits; O43353; CHO BLA complementation NOD2-RIPK2, CCF4 ratio; in the data active means inhibition above about 21%;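 further: 0% = vehicle only and 100% = reference blocker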
Vif imaging – blocks HIV Vif function; 340,000 compounds, 0.35% hits; inhibition, % at 7.49 µM; HEK293T cells, Vif self-association by quenched fluorescence, imaging, 24 h; in the data active means inhibition above about 50%, passing the limit was not always enough; inconclusive means no clear call, values can overlap the other calls; inactive means below about 31%; further: some results filed as inactive read as strong as hits
ABCB6 inh 2 – blocks the human ABCB6 transporter; Q9NP58; K562-ABCB6 porphyrin accumulation, flow cytometry, 1 h; active compounds read low; fluorescence ratio to DMSO, % at 10 µM; 360,000 compounds, 0.19% hits; AID 602162;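 active means fluorescence ratio to DMSO below 75%, the collection mean minus 3 SD; inconclusive means too few cells collected in the well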;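 further: signal is porphyrin accumulated inside mitochondria; 100% equals median channel fluorescence of DMSO control wells; lower ratio means ABCB6 inhibition with less porphyrin fluorescence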
MC4R antagonist – antagonists of human melanocortin 4 receptor (MC4R); P32245; MC4R-expressing cells, MTII-stimulated cAMP, LANCE TR-FRET; inhibition, % at 6.5 µM; 360,000 compounds, 0.48% hits;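 active means inhibition above its plate's cutoff, the mean of tested wells on that plate plus 3 SD, cut at about 29% in these data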;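 further: 0% = Melanotan II alone and 100% = Melanotan II plus saturating MCL0020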
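Material: U2OS-MC4R stable cell line | Reagent: Melanotan II challenge after compound preincubation | Doses: One concentration, 6.5 µM nominal | Incubation: 30-min compound preincubation, 1-h Melanotan II challenge, 1-h detection, room temperature | Signal: TR-FRET cAMP assay | Replicates: One well per compound, no replicates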
An asterisk follows results filed as active; ? = inconclusive; nt = no result given. Some of the compounds tested; count on the stated rates, not on these rows.

# | MC4R antagonist | MC4R ag barr | NOD2-RIPK2 inh | ABHD5-PLIN5 inh | aDG glyco act | N-glyco inh | Granule exo inh | ABCB6 inh 2 | TLR9-MyD88 block | Vif imaging | SMILES
1 | 2 | -2.3 | -1 | -4 | -0.1 | 0 | -4 | 98 | -6 | 10 | O=C1OC(Nc2ccc(F)cc2F)c2ccccc21 (configuration not stated)
2 | 13 | 5.0 | -6 | 18 | 0.3 | -2 | 1 | 103 | -11 | 7 | O=C(NCc1ccco1)C1Cc2ccccc2CN1C(=O)c1ccco1 (configuration not stated)
3 | 11 | -5.3 | 0 | 0 | 0.0 | 2 | 2 | 98 | 0 | 1 | Cc1ccc(S(=O)(=O)NCCC(=O)N2CC(C)OC(C)C2)cc1 (configuration not stated)
4 | 2 | -0.6 | 5 | 5 | -0.1 | 2 | -2 | 100 | 6 | 4 | CCOC(=O)c1cnc(-c2ccccc2O)nc1Cl
5 | 5 | 0.3 | 5 | 1 | -0.1 | -1 | 1 | 97 | 2 | 6 | COc1cc(C(=O)N2CCN(C(=O)c3ccccc3)CC2)cc(OC)c1OC
6 | -1 | -0.8 | -1 | 7 | 0.6 | 1 | 39 | 99 | 1 | -3 | COCC1CCN(C(=O)CCc2nnc(C3(c4ccc(Cl)cc4)CCC3)o2)CC1
7 | 3 | -2.1 | 6 | 7 | -0.1 | 1 | -2 | 98 | -3 | -5 | CCOC(=O)C1=CN(Cc2ccco2)S(=O)(=O)N(C)C1CC (configuration not stated)
8 | -18 | -0.5 | 2 | -2 | -0.3 | 5 | -4 | 97 | 1 | 0 | CCOC(=O)CSC1=N/C(=C\c2cc(OC)c(OC)c(OC)c2)C(=O)N1C
9 | 11 | -0.9 | -2 | 3 | 0.5 | -1 | 9 | 96 | 5 | 0 | C=CCNC(=S)NCC=C
10 | 16 | -0.2 | 6 | -2 | 0.7 | 4 | 1 | 102 | -11 | -3 | CN(CC(=O)Nc1cccc([N+](=O)[O-])c1)S(=O)(=O)c1ccccc1
11 | 5 | -1.6 | -5 | -3 | 0.2 | -8 | -2 | 116 | 18 | -10 | O=C1/C(=C/N(C(=O)c2ccco2)c2ccc(Br)cc2)Sc2ccccc21
12 | -5 | -1.1 | -2 | -18 | 0.2 | -1 | -1 | 102 | 11 | -9 | Cc1cccc(N=C2NN=C(c3c[nH]c4ccccc34)CS2)c1
13 | 28 | 1.9 | -3 | -1 | -0.2 | 2 | -7 | 97 | -5 | -11 | CN(C)c1ccc(C(C(=O)NCc2ccccc2)N(Cc2cccnc2)C(=O)c2snc(C(N)=O)c2N)cc1 (configuration not stated)
14 | 2 | 0.4 | 6 | 0 | -0.2 | 2 | -3 | 98 | 5 | 3 | Cc1ccc(OCC(=O)NC(=S)Nc2ccc(Br)cn2)cc1
15 | -4 | 3.5 | -1 | -15 | -0.5 | -8 | 34 | 105 | 1 | -11 | O=C(CSc1nc(Nc2ccccc2)nc(N2CCOCC2)n1)Nc1cc(Cl)ccc1O
16 | 4 | -0.2 | 11 | 0 | 1.2 | -4 | -5 | 100 | -6 | 13 | COc1ccc(NC(=O)CN(C)C(=O)c2cccc(S(=O)(=O)N3CCN(c4ccc(F)cc4)CC3)c2)cc1
17 | -1 | -2.1 | -10 | -6 | 0.8 | 8 | -3 | 92 | 0 | -2 | C=CCn1c(N)c(C(=O)OC(C)CC)c2nc3ccccc3nc21 (configuration not stated)
18 | 3 | -0.1 | -2 | -3 | 0.0 | -3 | 0 | 98 | -3 | 2 | COc1cc(C(=O)OCC(=O)Nc2ccc(N3CCOCC3)cc2)ccc1OCC(C)C
19 | 14 | -1.0 | 4 | -2 | 0.0 | 2 | -5 | 97 | 1 | -3 | Cc1cc(C)n2nc(SCCC(=O)NCc3ccccc3)nc2n1
20 | 21 | -0.6 | -7 | -5 | -0.1 | 3 | -18 | 100 | -8 | -7 | CCOC(=O)c1c(C)[nH]c(C)c1S(=O)(=O)NCC(=O)Nc1ccccn1
21 | 7 | -1.8 | -8 | -3 | 0.0 | 1 | 0 | 97 | 9 | 1 | CC(=O)Nc1ccc(SCC(=O)Nc2cc(C)on2)cc1
22 | 4 | -3.2 | -10 | -2 | 0.1 | 4 | -2 | 100 | 3 | ? | O=C(COC(=O)c1ccc(Cl)s1)c1cc2ccccc2o1
23 | 4 | 0.8 | 0 | 0 | 0.4 | -1 | -2 | 101 | -3 | -1 | O=C(CSc1nn(-c2ccccc2)c(=S)s1)NC(=O)NCc1ccco1
24 | 12 | 0.4 | -3 | 2 | -0.1 | 10 | 4 | 104 | -1 | 1 | O=C(N/N=C/c1ccc(Cl)cc1Cl)c1n[nH]c2c1CCCC2
25 | 28 | 0.3 | -10 | 0 | 0.0 | 2 | 1 | 99 | 3 | 2 | Cc1cc([N+](=O)[O-])ccc1NC(=O)c1ccco1
26 | -3 | -1.8 | -16 | 5 | -0.1 | 4 | 3 | 91 | 2 | 14 | CCC(C)c1ccc(O)c(N)c1 (configuration not stated)
27 | 15 | 0.9 | -12 | 2 | -0.2 | 0 | -2 | 106 | -5 | -3 | Cc1cc(N2C(=O)C(O)=C(C(=O)c3cc4ccccc4o3)C2c2cccs2)no1 (configuration not stated)
28 | 1 | -0.8 | -18 | 0 | -0.1 | 1 | -2 | 100 | 0 | -8 | O=C(O)c1ccc(NCc2cccs2)cc1
29 | -4 | 4.3 | 8 | -1 | 0.2 | 0 | -7 | 98 | -7 | 9 | Cc1ccc(N2C(=O)CC(c3ccsc3)C3=C2CC(C)(C)CC3=O)cc1 (configuration not stated)
30 | 2 | 0.6 | -8 | -2 | -0.1 | 0 | -11 | 99 | -20 | 11 | Nc1ccccc1-c1nc2ccccc2c(=O)o1
31 | 3 | -3.0 | 8 | 0 | -0.2 | 2 | 2 | 103 | 8 | -6 | O=C1NCCCC1C(=O)N/N=C/c1ccccc1[N+](=O)[O-] (configuration not stated)
32 | 5 | -1.2 | 2 | -1 | 0.5 | -1 | 2 | 104 | 5 | 5 | Cc1ccc(N2CCCn3c2cc(C)c(C#N)c3=O)cc1C
33 | 5 | -1.7 | 1 | -1 | 0.3 | 0 | 6 | 93 | 1 | 2 | CCOc1ccc(OCCC(=O)N(CC)CC(=O)NCc2cccs2)cc1
34 | 8 | 0.5 | -2 | -6 | 0.7 | 3 | -4 | 100 | 2 | -1 | O=C(NC(=S)N1CCN(c2ccc([N+](=O)[O-])cc2Cl)CC1)c1ccco1
35 | -6 | -3.1 | 15 | -7 | 0.4 | 0 | 1 | 98 | 5 | 23 | N#Cc1c(/N=C/c2cc(Br)cs2)sc2c1CCC2
36 | -3 | -0.7 | -9 | 4 | 0.1 | 5 | -4 | 96 | 0 | 0 | CC12CC(=O)C3C(CCC4=CC(=O)CCC43C)C1CC=C2CC(=O)O (configuration not stated)
37 | -1 | -0.1 | -4 | -11 | -0.2 | 0 | -1 | 100 | 1 | ? | COc1ccc(/C=C/CN2CCC(n3nccc3NC(=O)C3CC3)CC2)cc1
38 | -1 | 0.5 | -7 | 1 | -0.1 | -1 | 2 | 95 | -3 | 5 | CCOc1ccc2nc(SCC(=O)N(C)C)[nH]c2c1
39 | 12 | -0.4 | 2 | 9 | 0.2 | 0 | 1 | 99 | 13 | nt | COc1ccccc1NC(=O)c1cc(S(=O)(=O)N2CCOCC2)ccc1Cl
40 | -5 | -1.7 | -7 | 7 | -0.1 | -2 | -2 | 99 | 6 | -5 | Cc1ccc(S(=O)(=O)n2cccc2CO)cc1

Taken from above:
aDG glyco act, `CCOc1ccc2nc(SCC(=O)N(C)C)[nH]c2c1` → -0.1
ABHD5-PLIN5 inh, `CCOC(=O)C1=CN(Cc2ccco2)S(=O)(=O)N(C)C1CC` (configuration not stated) → 7

(continued)
# | MC4R antagonist | MC4R ag barr | NOD2-RIPK2 inh | ABHD5-PLIN5 inh | aDG glyco act | N-glyco inh | Granule exo inh | ABCB6 inh 2 | TLR9-MyD88 block | Vif imaging | SMILES
41 | -2 | -1.2 | 14 | -3 | 0.0 | 0 | -2 | 102 | -1 | nt | c1ccc(Cn2nnnc2C(c2cccs2)N2CCOCC2)cc1 (configuration not stated)
42 | 12 | 0.6 | -7 | 4 | 0.6 | 2 | 16 | 102 | 1 | -10 | CC(C)Oc1ccc(-c2cc(=O)[nH]c(=O)[nH]2)cc1
43 | 15 | -1.8 | -12 | 1 | 0.0 | -6 | 24 | 88 | -3 | -14 | CN(c1ccccc1)S(=O)(=O)c1cc(C(=O)Nc2nc3ccccc3[nH]2)ccc1Cl
44 | nt | nt | -6 | 7 | 1.0 | nt | 7 | nt | nt | nt | COC(=O)[C@@]12C[C@@H](CC(=O)NCc3ccc(OC)c(OC)c3)C(=O)N(CCc3ccc(OC)c(OC)c3)C1=CCC(C)(C)C2
45 | -4 | 0.6 | -2 | -6 | 0.3 | -3 | 2 | 98 | -7 | 9 | Cc1cccc(OC(C)C(=O)Nc2nc(-c3cccnc3)cs2)c1 (configuration not stated)
46 | 10 | -4.5 | -3 | 7 | 0.0 | -1 | -3 | 97 | -2 | nt | CC(C)Oc1ccc(S(=O)(=O)N2CCCCC2)cc1NC(=O)CN1C(=O)NC2(CCCC2)C1=O
47 | 3 | -1.6 | 5 | 0 | 0.4 | 2 | -4 | 94 | 5 | -7 | C=CCNc1nc(C2(C)CC3(CC(C)(C)OC3=O)C(=O)O2)cs1 (configuration not stated)
48 | -6 | -1.7 | 2 | 0 | -0.1 | 0 | 5 | 93 | -3 | -6 | CC/S(=N\S(=O)(=O)c1ccc(C)cc1)c1ccccc1 (configuration not stated)
49 | 16 | -0.6 | 8 | -4 | -0.2 | 1 | 6 | 95 | -2 | nt | CC(Nc1nc(-c2ccc(F)cc2)cs1)c1nc2cc(Cl)c(N3CCCCC3)cc2n1CCOCCO (configuration not stated)
50 | -12 | -2.6 | 1 | -4 | 0.6 | 4 | -1 | 97 | -1 | 2 | CSc1nc(N)c2c3c(sc2n1)COC(C(C)C)C3 (configuration not stated)
51 | -1 | 2.3 | -2 | 1 | 0.0 | -4 | -3 | 96 | 3 | 0 | CCOC(=O)c1cc(C(=O)NCc2ccc(Cl)cc2Cl)nn1C
52 | 2 | 6.0 | 2 | -1 | 0.7 | -5 | -3 | 182 | 3 | -9 | O=C(Nc1ccn(Cc2ccccc2F)n1)c1ccc(COc2cc(Cl)ccc2Cl)o1
53 | 10 | 1.4 | -18 | 7 | 0.5 | 0 | 1 | 105 | 3 | -3 | COc1ccc(C(=O)NC(C(=O)NCCc2ccc3c(c2)OCCO3)C(C)C)cc1 (configuration not stated)
54 | 0 | -3.0 | -15 | -8 | 0.0 | 3 | 23 | 97 | 3 | 10 | CCOc1ccc(NC(=O)NNC(=O)c2ccc3ccccc3c2O)cc1
55 | 0 | -1.1 | -6 | 2 | -0.1 | 0 | 2 | ? | 7 | -9 | Cc1ccc(OCC(=O)NC2CCS(=O)(=O)C2)cc1 (configuration not stated)
56 | 1 | 3.0 | -4 | -2 | 0.0 | 1 | 0 | 113 | -1 | ? | CC1CCN(c2oc(-c3ccccc3Cl)nc2C#N)CC1
57 | -9 | 1.2 | -13 | 2 | 0.0 | -1 | -1 | 101 | 2 | 0 | O=C(Cc1ccccc1)NCC1COc2ccccc2O1 (configuration not stated)
